# KCNQ2 block = KCNQ2 potassium channel inhibitors, primary screen, cell-based, CHO-K1, FluxOR thallium flux, B-score (AID 2156) | actives 1.1% (n = 310,000) | B-score at 10 µM | 20 min; hits give low values;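 active = fluorescence ratio B-score at most minus 3 library SDs, with starting brightness B-score within 2 library SDs, cut at about -5.5 in these data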
# CHT inh = human CHT choline transport inhibition; B-score at 10 µM; AID 488975; actives 0.86% (n = 310,000); CHT-expressing cells, membrane potential dye, choline response; hits give low values; Q9GZV3;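 active = B-score over 3 SD under the library average, and starting fluorescence ratio not unusually high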;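 note: choline stimulus applied at its EC90 after an EC20 pre-addition; B-score computed on integrated fluorescence ratio after choline addition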
# Target sequence (Q9GZV3 whole entry, looked up): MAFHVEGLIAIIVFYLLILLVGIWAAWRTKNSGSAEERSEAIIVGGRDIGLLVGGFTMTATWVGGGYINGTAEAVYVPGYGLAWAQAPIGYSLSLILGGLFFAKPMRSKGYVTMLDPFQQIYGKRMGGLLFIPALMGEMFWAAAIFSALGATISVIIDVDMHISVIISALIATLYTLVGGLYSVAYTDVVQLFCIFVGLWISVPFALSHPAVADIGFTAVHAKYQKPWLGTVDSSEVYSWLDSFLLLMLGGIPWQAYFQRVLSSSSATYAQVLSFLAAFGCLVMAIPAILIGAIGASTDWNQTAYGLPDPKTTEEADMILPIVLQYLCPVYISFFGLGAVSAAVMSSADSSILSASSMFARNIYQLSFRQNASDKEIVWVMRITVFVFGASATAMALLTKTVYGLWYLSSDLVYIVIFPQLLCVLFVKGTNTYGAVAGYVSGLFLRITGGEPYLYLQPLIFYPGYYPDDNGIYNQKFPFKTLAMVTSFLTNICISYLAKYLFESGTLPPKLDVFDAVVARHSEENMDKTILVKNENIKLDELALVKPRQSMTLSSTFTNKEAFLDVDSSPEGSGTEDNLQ
# The depositor's hits bear a star; i = inactive; / = no result given.
# Under each structure: KCNQ2 block | CHT inh
Cc1cccc(NC(=O)COc2nsnc2N2CCOCC2)c1
→ i | i
O=C(NC(=S)N1CCOCC1)C12CCC3CC(CC(C3)C1)C2
→ i | i
COc1ccc(/C=C/C(=O)NC(=S)NNC(=O)c2cccnc2)cc1OC
→ i | i
COc1ccc(CCNC(=O)c2cc(-c3ccccn3)nc3c(Cl)cccc23)cc1OC
→ i | i
Brc1cccc(/C=N\n2cnnc2)c1
→ i | i
S=C1CCC(c2ccc(Br)cc2)=NN1c1ccccc1
→ i | i
CC(C)c1ccc(-c2nnn(CCC#N)n2)cc1
→ i | i
COc1ccc(/C=C2\SC(=S)N(CC(=O)NC3CCS(=O)(=O)C3)C2=O)cc1 (stereo unspecified)
→ i | i
COc1ccccc1C(=O)COC(=O)c1ccccc1OCC(=O)Nc1ccc(SC(F)F)cc1
→ i | i
COc1ccc([N+](=O)[O-])cc1N(CC(O)Cn1nnc2ccccc21)S(=O)(=O)c1ccc(C)cc1 (stereo unspecified)
→ i | i
O=C(COc1cc(Cl)c(Cl)cc1Cl)NCCc1ccccn1
→ i | i
COc1ccccc1NC(=O)COc1ccc(CO)cc1Cl
→ i | i
Fc1ccc(OCc2nnc(SCCN3CCOCC3)o2)cc1
→ i | i
CC(C)(C)NC(=O)NC(=O)COC(=O)c1cccc(OC(F)F)c1
→ i | i
CCS(=O)(=O)N1CCC(C(=O)NCCC2=CCCCC2)CC1
→ i | i
CCOC(=O)C1(Cc2ccccc2)CCN(Cc2ccc3cc(NC(C)=O)ccc3n2)CC1
→ i | i
Cc1oc2cc3oc(=O)c(CCC(=O)NC4CC4)c(C)c3cc2c1C
→ i | i
COC(C(=O)NC(C(C)C)C(C)C)c1ccccc1 (stereo unspecified)
→ i | i
COc1ccccc1N(C(=O)CNC(=O)c1ccco1)C(C(=O)NC1CCCC1)c1ccco1 (stereo unspecified)
→ i | i
COc1ccc(-c2[nH]ncc2CN2CCCO2)c(F)c1
→ i | i
O=C(CSc1nnc(Cc2ccccc2)o1)NCc1ccco1
→ i | i
COc1ccc(/C=C(\NC(=O)c2ccccc2)C(=O)N2CCN(C)CC2)cc1OC
→ i | i
Cn1c(=O)[nH]c(=O)c2[nH]c(CN3CCN(C(=O)c4ccco4)CC3)nc21
→ i | i
CCOc1ccccc1NC(=O)c1c(Br)cnn1C
→ i | i
O=C(C1CCN(S(=O)(=O)c2cccc3nsnc23)CC1)N1CCn2c1nc1ccccc12
→ i | i
CN(C)Cc1nnnn1-c1cccc(-n2nnnc2CN(C)C)c1
→ i | i
COc1ccc(OC)c(C(C)NC(=O)c2ccc(Br)cc2)c1 (stereo unspecified)
→ i | i
Cc1ccc(NC(=S)NC(NC(=O)C(C)(C)C)C(Cl)(Cl)Cl)c(C)c1 (stereo unspecified)
→ i | i
COc1ccc(N(C)S(=O)(=O)c2ccc3c(c2)NC(=O)CC(=O)N3)c(OC)c1
→ i | i
O=C(CSc1ccccc1)N1CCCC(Nc2ccccc2)C1 (stereo unspecified)
→ i | i
CCOC(=O)c1sc(N)c(C(=O)Nc2ccccc2)c1C
→ i | i
CN(C)CC(=O)c1ccc(-c2ccccc2)cc1
→ i | i
COc1ccc(-n2cnc3ccccc32)cc1
→ i | i
O=C(/C=C/Nc1cccc(O)c1)c1ccccc1
→ i | i
COc1ccccc1CNC(=O)CCNS(=O)(=O)c1ccc2c(c1)CC(C)N2C(C)=O (stereo unspecified)
→ i | i
Cc1ccc(S(=O)(=O)Nc2ccc(N3CCOCC3)nc2)cc1
→ i | i
O=C(COC(=O)[C@H](Cc1ccccc1)NC(=O)c1cccs1)Nc1c(Cl)cccc1Cl
→ i | i
Oc1ccc(Br)cc1C=Nc1ccc(Cl)cc1
→ i | i
CN(C(=O)CSc1nc2cc([N+](=O)[O-])ccc2n1-c1ccc(F)cc1)C1CCS(=O)(=O)C1 (stereo unspecified)
→ i | i
O=C1CN(c2nc(-c3ccccc3)c3ccccc3n2)c2ccccc2N1
→ i | i
CC(C)OC(=O)c1cc2c(ccn2C)n1CC(=O)N(Cc1ccccc1)c1ccc(F)cc1
→ i | i
COc1cccc(NC(=O)CNC(=O)c2ccccc2)c1
→ i | i
O=C(NC1CCCN(CCc2ccccc2)C1)c1c(F)cccc1F (stereo unspecified)
→ i | i
O=c1oc2ccccc2n1CCc1ccccc1
→ i | i
COc1cccc(NC(=O)NNC(=O)c2ccc3c(c2)NC(=O)C(C)(C)O3)c1
→ i | i
CCCCN(C(=O)c1cccc(C)c1)c1c(N)n(CCC)c(=O)[nH]c1=O
→ i | i
Cc1cc(C)c2oc(-c3ccc(Cl)c(NC(=O)c4ccc(C#N)cc4F)c3)nc2c1
→ i | i
CC(=O)NC(CCS(C)(=O)=O)C(=O)Nc1ccccc1Cl (stereo unspecified)
→ i | i
Cc1ccnc(NC(=O)CCCOc2ccc(Cl)cc2C)c1
→ i | i
Cc1cnc(CN(C)C(=O)c2cc(COc3c(F)cccc3F)on2)[nH]1
→ i | i
CCn1c(SCC(=O)N(C)c2ccccc2)nc2c([nH]c3ccccc32)c1=O
→ i | i
CCn1c(SCC(=O)NC(C)c2ccccc2)nc2ccccc21 (stereo unspecified)
→ i | i
Cc1oncc1C(=O)N1CCCC(CO)(Cc2ccc(F)cc2F)C1 (stereo unspecified)
→ i | i
Cn1nnnc1SCC(=O)N1CCN(S(=O)(=O)c2ccccc2)CC1
→ i | i
CCOCCn1c(CCCO)nc2ccccc21
→ i | i
Cc1ccc(C(=O)Cn2nc(C)c([N+](=O)[O-])c2C)c(C)c1
→ i | i
CCCC(=O)Nc1ccc(C(=O)NN=C(C2CC2)C2CC2)cc1
→ i | i
COCCCN1C(=O)C(=O)/C(=C(/O)c2ccc(S(=O)(=O)N3CCOCC3)cc2)C1c1ccc(C(C)C)cc1 (stereo unspecified)
→ i | i
C=CCn1c(N)c(C(=O)NC2CCCCC2)sc1=S
→ i | i
COc1cc(/C=C(\C#N)C(=O)NCC2CCCO2)ccc1O (stereo unspecified)
→ i | i

# Next section:
# Under each structure: KCNQ2 block | CHT inh
COc1ccc(C(=O)NCC(=O)OCC(=O)c2ccc3c(c2)OCCO3)cc1
→ i | i
CCOC(=O)c1ccc2nc3c(cc2c1)CCS3
→ i | i
O=C(O)c1ccc(CSc2nnnn2-c2ccc(F)cc2)cc1
→ i | i
CC1CCCc2sc3ncn(N)c(=N)c3c21 (stereo unspecified)
→ i | i
C=CCN1c2ccccc2[C@]23C[C@@H](C(=O)OC)N(C(=O)c4ccco4)C2=NC(C(=O)OC)=C(C(=O)OC)[C@H]13
→ i | i
O=C(Nc1ccnn1C1CCN(Cc2ccccc2F)CC1)C1CCCC1
→ i | i
COc1ccc(-c2cc(C(=O)Nc3cccc(O)c3)no2)cc1
→ i | i
O=C(CCc1nc2ccccc2c(=O)[nH]1)Nc1cccc(S(=O)(=O)N2CCOCC2)c1
→ i | i
Cc1cccc(CCNS(=O)(=O)c2ccc3c(c2)oc(=O)n3C)c1
→ i | i
COc1ccc(CN2CCc3cc(OC)c(OC)cc3C2)cc1O
→ i | i
CCCc1cc(C(=O)N/N=C/c2cccn2C)cs1
→ i | i
Cc1ccccc1N1C(=O)C2ON(c3ccccc3)C(c3ccco3)C2C1=O (stereo unspecified)
→ i | i
COc1ccc(NC(=S)Nc2ccc3nccnc3c2)cc1
→ i | i
C=C(C)Cn1c(C)cc(C)c(S(=O)(=O)c2cccc(C)c2)c1=O
→ i | i
CS(=O)(=O)Nc1ccccc1C(=O)Nc1ccccc1C(=O)N1CCCC1
→ i | i
Cc1cc(CNC(=O)C2CCC(=O)N(CCc3cccc(F)c3)C2)on1 (stereo unspecified)
→ i | i
Cc1ccc(CCNCc2c(C(=O)O)c(C)n(-c3ccccc3)c2C)cc1
→ i | /
S=c1nc[nH]c2c1sc1nc(-c3ccccc3)c3c(c12)CCCC3
→ i | i
Clc1ccc(-c2ncc3ccccn23)c(Cl)c1
→ i | i
COc1ccccc1NC(=O)c1cc(Cl)nnc1Cl
→ i | i
O=C(CC(c1ccccc1)c1cc(Br)ccc1O)NCCN1CCOCC1 (stereo unspecified)
→ i | i
COc1ccc(CNC(=O)CN(C)S(=O)(=O)c2ccc3c(c2)n(C)c(=O)c(=O)n3C)cc1
→ i | i
Cc1nn(C(C)C(=O)NC2CC2)c(=O)c2nn(-c3ccccc3)c(C)c12 (stereo unspecified)
→ i | i
C=CCc1c(OC)ccc2ccc(=O)oc12
→ i | i
O=C(CN1CCC(n2nnc3cc(F)ccc32)CC1)Nc1ccccc1N1CCOCC1
→ i | i
CC(=O)/C=C/c1ccccc1O
→ i | i
CCCCOCCCNC1=NCCCCC1
→ i | i
CCO[C@H]1OC(C(=O)N2CCOCC2)=C[C@@H](c2ccccc2)[C@@H]1CCCO
→ i | i
COc1ccc(/C=N/NC(=O)CSc2n[nH]c(=O)[nH]c2=O)cc1
→ i | i
COc1cc(NC(=O)CCCOc2ccc(Cl)cc2Cl)c(C(=O)O)cc1OC
→ i | i
Cc1nc2ccccc2c2oc(C(=O)N3CCC(C)CC3)cc12
→ i | i
CN(C)CCCn1c(SCc2c(Cl)cccc2Cl)nnc1-c1ccncc1
→ i | i
CCCOC(=O)C1C2C=CC3(CN(c4ccc(Cl)c(F)c4)C(=O)C13)O2 (stereo unspecified)
→ i | i
CN(C)S(=O)(=O)c1cccc(NC(=O)COC(=O)c2cc3ccccc3oc2=O)c1
→ i | i
O=C(OCc1ccccc1F)c1ccc2c(c1)-c1ccccc1C2=O
→ i | i
N#Cc1ccc(NC(=O)c2sc3cc(C(F)(F)F)cnc3c2-c2cccs2)cc1
→ i | i
CCN1C(=O)C2(C(C(=O)c3ccc(C)o3)=C(O)C(=O)N2CCCN2CCOCC2)c2ccccc21 (stereo unspecified)
→ i | i
CC1(OC(=O)c2ccc(Cl)nc2)C(=O)C=C2C=C3CCCN3C=C2C1=O (stereo unspecified)
→ / | i
COc1ccc(CCNC(=O)C(=O)NCC2OCCN2S(=O)(=O)c2ccc(OC)c(OC)c2)cc1OC (stereo unspecified)
→ i | i
COC(=O)C1=C(Nc2ccc(C)cc2)C=C(C)C(C(=O)OC)C1c1cccc(OC)c1 (stereo unspecified)
→ i | i

# Following part
Compound	KCNQ2 block	CHT inh
O=C(O)c1ccc(Cl)c(N2C(=O)Nc3ccccc3N2O)c1	i	i
Cc1ccc(S(=O)(=O)n2nc(-c3cccnc3)nc2N)cc1	i	i
CCOC(=O)C1NN=C(C(=O)c2ccccc2)C1c1ccc(OC)cc1 (stereo unspecified)	i	i
COCCCNC(=S)NNC(=O)c1ccccc1Br	i	i
CC(Oc1ccccc1)C(=O)NNC(=O)c1cccs1 (stereo unspecified)	i	i
CC1(C)CC(=O)C2=C(C1)N(c1ccc(F)cc1)C(=O)C2(NC(=O)c1ccccc1F)C(F)(F)F (stereo unspecified)	i	i
COc1ccc(CN2C(=O)c3ccccc3C2C(=O)NCC2CCCO2)c(OC)c1 (stereo unspecified)	i	i
COc1ccc(C(=O)Nc2ccc3[nH]ccc3c2)cc1OC	i	i
Nc1ccnc(C(F)(F)F)c1C(=O)c1ccccc1	i	i
COCCNC(=O)C(c1cccnc1)N(Cc1ccc(C)cc1)C(=O)Cn1nnc2ccccc21 (stereo unspecified)	i	i
CCOC(=O)/C(=C/C=C1\Sc2cc(C)c(C)cc2N1CC)C(C)=O	i	/
Cc1cccc2sc(N(CCCN(C)C)C(=O)CCS(=O)(=O)c3ccccc3)nc12	i	i
O=C(O)Cn1c(-c2cscn2)nc2ccccc21	i	i
COCCCNC(=O)C1CCC(CNS(=O)(=O)c2ccc3c(c2)N(C(C)=O)CCO3)CC1 (stereo unspecified)	i	i
COc1cc(Cn2c(=O)c3c(OC)c(C)cnc3n(C)c2=O)cc(OC)c1	i	i
Cc1nn(Cc2c(F)c(F)c(F)c(F)c2F)c(C)c1NC(=O)c1c([N+](=O)[O-])cnn1C	i	i
O=C1C2C3C=CC(C3)C2C(=O)N1CNc1ccccc1 (stereo unspecified)	i	i
O=C(NNS(=O)(=O)c1ccccc1[N+](=O)[O-])c1cccc(Cl)c1	i	i
O=C(NNC(=S)Nc1ccc(Br)cc1)c1ccccc1Br	i	-5.65*
CN1CCN(c2ccccc2NC(=O)c2cccs2)CC1	i	i

# Five records drawn at random from those above, as already listed:
Compound	KCNQ2 block	CHT inh
CC1(OC(=O)c2ccc(Cl)nc2)C(=O)C=C2C=C3CCCN3C=C2C1=O (stereo unspecified)	/	i
CCOC(=O)c1ccc2nc3c(cc2c1)CCS3	i	i
COc1ccc(-c2[nH]ncc2CN2CCCO2)c(F)c1	i	i
O=C(O)Cn1c(-c2cscn2)nc2ccccc21	i	i
O=C(CC(c1ccccc1)c1cc(Br)ccc1O)NCCN1CCOCC1 (stereo unspecified)	i	i

# 3 of these compounds in a different format.
SMILES: Cc1nn(Cc2c(F)c(F)c(F)c(F)c2F)c(C)c1NC(=O)c1c([N+](=O)[O-])cnn1C
  KCNQ2 block: i	CHT inh: i
SMILES: O=C1C2C3C=CC(C3)C2C(=O)N1CNc1ccccc1 (stereo unspecified)
  KCNQ2 block: i	CHT inh: i
SMILES: O=C(NNS(=O)(=O)c1ccccc1[N+](=O)[O-])c1cccc(Cl)c1
  KCNQ2 block: i	CHT inh: i

# 3 successive compounds already listed, for reference:
Compound	KCNQ2 block	CHT inh
O=C(NNS(=O)(=O)c1ccccc1[N+](=O)[O-])c1cccc(Cl)c1	i	i
O=C(NNC(=S)Nc1ccc(Br)cc1)c1ccccc1Br	i	-5.65*
CN1CCN(c2ccccc2NC(=O)c2cccs2)CC1	i	i

# Continued:
Compound	KCNQ2 block	CHT inh
Cc1cc2cccc(C)c2nc1SCC(=O)N(C)c1nc(-c2ccccc2)cs1	i	i
Cc1ccc(-c2ccc([C@H]3[C@@H]4C=CCC[C@@]4(C)C(=O)N3Cc3ccccc3)c(F)c2)cc1	i	i
COC(=O)Cn1ncc(N2CC(C)OC(C)C2)c(Cl)c1=O (stereo unspecified)	i	i
CC(C)NC(=O)CSc1nnc(-c2ccc(C(C)(C)C)cc2)n1C	i	i
Cc1cc(NC(=O)c2ccccc2-c2ccccc2C(=O)O)no1	i	i
